# APJ ag: APJ receptor agonism. P35414. CHO-K1 APJ PathHunter beta-arrestin, luminescence; 0% DMSO wells, 100% apelin. activation, % at 20 µM. 330,000 tested, 0.11% active. AID 2520;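 active = activation more than six SD over the plate average, tested at 20 µM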;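 note: 0% = DMSO alone and 100% = apelin-13 at 10 nM; some results filed as inactive read as strong as hits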
#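 Material: CHO-K1 APJ beta-arrestin complementation cell line; Input: cell density 1000 per well; Incubation: compound stimulation 90 min at 25 °C, detection 60 min; Signal: luminescence from split beta-galactosidase complementation, Galacton Star/Emerald II substrate; Controls: DMSO-only wells as negative, 10 nM Apelin-13 as positive control.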
# tim23-1 inh: tim23-1 yeast growth inhibition. S. cerevisiae tim23-1 growth, BacTiter-Glo luminescence, 24 h. inhibition, % at 20 µM. 330,000 tested, 1.3% active;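 active = growth inhibition of the mutant yeast at or above 50%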;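 note: temperature-sensitive mutant grown at 25 °C; plate controls were DMSO-treated mutant yeast for no effect and medium wells lacking yeast for full effect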
# TIM10 inh: inhibits growth of TIM10 yeast strain; S. cerevisiae TIM10 strain growth, BacTiter-Glo luminescence, 24 h; inhibition, % at 10 µM; 330,000 tested, 1.4% active; AID 463195;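 active = inhibition of 40% or more at the single tested concentration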;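 note: wild-type TIM10 isogenic control strain grown at permissive 25 °C; 0% = DMSO yeast wells and 100% = minimal medium wells without yeast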
# Mdm2-MdmX inh: inhibitors of human Mdm2/MdmX interaction | SaOS-2 split-luciferase Mdm2/MdmX complementation, luminescence | inhibition, % at 8 µM | 330,000 tested, 3% active;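 active = inhibition of at least 50% at 8 µM in the primary screen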
# Target sequence (O15151 whole entry, looked up): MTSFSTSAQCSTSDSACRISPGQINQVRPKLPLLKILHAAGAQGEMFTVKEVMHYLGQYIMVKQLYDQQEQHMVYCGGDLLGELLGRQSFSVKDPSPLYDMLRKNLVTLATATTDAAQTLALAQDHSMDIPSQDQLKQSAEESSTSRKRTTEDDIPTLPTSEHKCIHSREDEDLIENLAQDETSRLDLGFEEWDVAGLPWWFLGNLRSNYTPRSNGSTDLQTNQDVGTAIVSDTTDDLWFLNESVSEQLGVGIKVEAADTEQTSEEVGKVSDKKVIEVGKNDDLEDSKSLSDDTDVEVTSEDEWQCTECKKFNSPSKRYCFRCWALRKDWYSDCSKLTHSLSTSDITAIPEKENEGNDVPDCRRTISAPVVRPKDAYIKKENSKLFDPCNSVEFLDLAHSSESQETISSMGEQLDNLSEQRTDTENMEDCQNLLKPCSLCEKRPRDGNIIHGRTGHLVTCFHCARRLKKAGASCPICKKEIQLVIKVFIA
# Target sequence (Q00987 whole entry, looked up): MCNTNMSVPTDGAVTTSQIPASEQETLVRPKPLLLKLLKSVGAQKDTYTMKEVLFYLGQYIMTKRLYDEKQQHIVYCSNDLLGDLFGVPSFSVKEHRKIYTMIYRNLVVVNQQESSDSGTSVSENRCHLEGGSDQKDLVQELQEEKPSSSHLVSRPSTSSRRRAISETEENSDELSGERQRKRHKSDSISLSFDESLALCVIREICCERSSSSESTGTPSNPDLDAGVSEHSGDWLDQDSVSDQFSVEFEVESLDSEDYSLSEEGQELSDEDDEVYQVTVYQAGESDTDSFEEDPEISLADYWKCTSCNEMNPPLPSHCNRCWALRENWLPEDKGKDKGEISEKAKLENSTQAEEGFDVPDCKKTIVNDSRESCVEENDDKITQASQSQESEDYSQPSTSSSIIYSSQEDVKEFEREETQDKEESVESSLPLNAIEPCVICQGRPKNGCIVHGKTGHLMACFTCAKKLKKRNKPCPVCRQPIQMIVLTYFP
# CXCR6 block: blocks human CXCR6 beta-arrestin recruitment | inhibition, % at 20 µM | 360,000 tested, 0.36% active | AID 602244 | CHO-K1 PathHunter CXCR6 beta-arrestin, luminescence | O00574; in the data active = inhibition above about 34%, passing the limit was not always enough;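 note: antagonist mode with CXCL16 agonist at 10 nM final; 0% = 10 nM CXCL16 with DMSO and 100% = unstimulated wells without agonist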
# UPR CHOP act: activators of apoptotic arm of unfolded protein response (CHOP); CHO-CHOP luciferase reporter, UPR activation, luminescence; percent of tunicamycin response over DMSO baseline; activation, % at 10 µM; 330,000 tested, 0.34% active; AID 449763;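 active = at 10 µM dose, activation of 40% or more, normalized to positive control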;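 note: 100% = tunicamycin at 10 µg/mL and 0% = DMSO alone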
#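 Assay system: CHO-CHOP cells, stable luciferase reporter of PERK-eIF2a-CHOP signalling / Buffer or medium: F12 plus 10% serum / Compound dosing: one dose, 10 µM in 0.5% DMSO / Times: 6 h compound treatment, 37 °C / Technique: luciferase luminescence / Read-out: % reporter activation, DMSO baseline versus tunicamycin full activation / Benchmarks: tunicamycin and DMSO controls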
# APJ antagonist: APJ receptor antagonism. P35414. CHO-K1 APJ beta-arrestin complementation, luminescence. inhibition, % at 20 µM. 330,000 tested, 0.32% active. AID 2521;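 active = inhibition above about 40% at 20 µM, limit read from the data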;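 note: cells challenged with 10 nM apelin-13 agonist together with compound; plate controls were apelin-13 plus DMSO wells for no effect and DMSO wells lacking apelin-13 for full effect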
# UPR XBP1 act: activators of adaptive arm of unfolded protein response (XBP1); AID 463104; CHO-XBP1 luciferase reporter, IRE1-XBP1 UPR activation, luminescence; percent of tunicamycin response, DMSO as zero; 330,000 tested, 0.33% active; activation, % at 20 µM;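 active = versus positive control, 20 µM dose yields 30% or more activation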;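 note: 100% = tunicamycin at 10 µg/mL and 0% = DMSO only wells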
#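 Assay system: CHO-XBP1 luciferase reporter cells; Schedule: 6 h treatment, 37 °C; Detection: glow luminescence from Steady-Glo reagent; Benchmarks: high control tunicamycin 10 µg/mL final, low control DMSO vehicle only.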
# tim10-1 inh: tim10-1 yeast growth inhibition; AID 463190; inhibition, % at 20 µM; S. cerevisiae tim10-1 ts strain growth, BacTiter-Glo, 24 h; 330,000 tested, 2.2% active;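 active = inhibition of at least 40%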;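 note: mutant grown at 25 °C; 0% = DMSO wells with yeast and 100% = wells holding no yeast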
# * hit, by the source's call; i = inactive; . = no result given. An excerpt; rates above refer to the full screens.
# Every second line gives: APJ ag	tim23-1 inh	TIM10 inh	Mdm2-MdmX inh	CXCR6 block	UPR CHOP act	APJ antagonist	UPR XBP1 act	tim10-1 inh
CCCc1ccccc1OCCNC(=O)c1cc(=O)n(C)c(=O)n1C
  0.1	-2.3	8.6	15.2	-1.0	0.4	-12.9	-0.5	-10.3
CCN1CCN(S(=O)(=O)c2ccc(Cl)c(C(=O)N(C)Cc3ccco3)c2)CC1
  0.9	8.3	-0.3	-3.6	2.1	1.1	22.0	-4.2	0.6
O=C(Nc1cccc(Cl)c1)Nc1csc([N+](=O)[O-])c1
  3.3	32.0	18.1	89.5*	12.6	12.9	-3.6	1.2	1.1
CN(CC(=O)Nc1cccc(F)c1)C(=O)c1ccc2c(c1)OCCO2
  -7.3	-4.5	1.5	10.5	-9.9	1.9	11.7	0.0	-2.6
Cc1ccnc(NC(=O)CCC(=O)N(CC(=O)NC(C)(C)C)c2ccc(F)c(Cl)c2)c1
  -2.6	2.4	1.2	17.1	1.5	0.3	17.1	-3.9	3.2
O=C(COc1ccc2c(-c3ccccc3)cc(=O)oc2c1)N[C@@H](Cc1c[nH]c2ccc(O)cc12)C(=O)O
  -2.9	21.0	7.8	11.8	-2.7	1.0	11.8	3.4	23.2
O=C1C(Cl)=C(Nc2cccc(O)c2)C(=O)N1Cc1ccccc1
  -3.9	31.5	32.2	52.2*	3.4	0.4	12.4	0.0	42.4*
CCCCNC(=O)N(O)C1N(/N=C/c2ccc(N(C)C)cc2)C(=S)SC1(C)C (stereo unspecified)
  -2.2	5.6	21.4	6.8	-1.3	1.5	4.5	2.2	17.1
Cc1cc(C)nc(SCNC(=O)c2ccccc2)n1
  -4.5	-1.1	3.6	-9.0	-8.6	-0.4	-12.0	1.9	8.1
CCOc1ccc(N(C)C(=O)CCc2nnc3ccc(N4CCOCC4)nn23)cc1
  2.6	3.8	7.9	19.6	1.3	1.7	15.8	-1.6	-8.3
Cc1cc(NNC(=O)Nc2cccc(Cl)c2)nc2c1c(C)nn2C
  13.3	26.1	6.5	6.5	.	7.2	-21.9	-5.3	-6.3
c1ccc(CN2CCC(Nc3ncnc4sccc34)CC2)cc1
  -2.7	5.4	-5.0	9.2	0.8	-1.0	-7.6	-0.7	5.7
COc1ccccc1CNC(=O)c1csc(Cc2ccc(Cl)cc2)n1
  -4.3	28.3	17.5	-2.3	-1.5	-1.9	16.3	-0.3	12.8
CCN(CC)c1ccc(C(NC(C)=O)NC(C)=O)cc1
  -3.1	-17.4	10.5	17.8	-5.3	-0.6	2.8	-3.1	6.9
c1ccc(-c2csc(NNC3=NCCCCC3)n2)cc1
  -4.4	18.4	18.3	5.0	17.8	5.5	6.9	2.9	34.6
COc1ccc(NC(=O)c2ccc(-n3c(C)ccc3C)cc2)c(OC)c1
  -1.4	31.3	3.6	-0.2	1.3	-1.1	-4.1	0.3	5.5
O=C(NNc1ccc(F)cc1)c1c(F)cccc1Cl
  -5.5	-5.8	5.0	-1.5	-8.3	-0.3	-7.6	-2.7	-51.9
COc1ccc(N2CCN(C(=O)CSc3ccccc3)CC2)cc1
  -4.3	23.4	16.5	7.6	1.7	1.2	19.7	-1.4	26.6
Cc1cccc(C(c2c(C)nn(-c3ccccc3)c2N)c2c(C)nn(-c3ccccc3)c2N)c1
  -3.8	18.3	16.6	18.6	-13.6	0.1	9.2	-2.1	23.6
O=C1COCCOCCOCCOCC(=O)NCCN1
  -0.5	5.6	-7.8	-31.2	-8.2	-1.2	-13.4	1.0	2.6
CC(=O)NNC(=O)CCC(=O)Nc1ccccc1
  -2.5	-6.7	-3.9	8.2	-8.7	1.2	5.2	-2.5	11.1
O=C(CN1CCCC1)Nc1ccc(NC(=O)Nc2ccccc2)cc1
  -3.0	-5.3	-12.5	-64.0	-0.8	3.8	4.8	4.0	-1.1
Cc1c(C(=O)O)sc2nc(C)n(C)c(=O)c12
  2.5	26.0	7.4	-27.6	3.4	-1.9	-15.5	-3.1	25.1
CCCN(CCC)CC(O)Cn1c2ccccc2c2ccccc21 (stereo unspecified)
  -3.4	5.4	13.8	38.5	6.4	-1.8	6.7	2.5	-6.0
CS(=O)(=O)N1CCCC(C(=O)Nc2cccc(F)c2)C1 (stereo unspecified)
  -2.5	6.5	-13.3	21.3	-2.9	2.4	22.4	-4.6	5.4
COCCNC(=O)C(=O)NCC1OCCN1S(=O)(=O)c1ccc2c(c1)OCCO2 (stereo unspecified)
  -3.1	1.5	-0.4	-8.0	9.0	3.1	-5.9	0.5	0.0
Cc1ccc(S(=O)(=O)N2CCCOC2CNC(=O)C(=O)NCc2ccc3c(c2)OCO3)cc1 (stereo unspecified)
  0.0	-7.5	-3.7	16.6	-1.6	3.0	-36.5	-2.5	4.6
CCN(C1CCS(=O)(=O)C1)S(=O)(=O)c1ccc2ccccc2c1 (stereo unspecified)
  5.9	9.1	2.4	21.4	1.5	-1.4	-7.2	-1.8	5.7
COC(=O)C1C(=O)c2c(C)noc2CC1(C)C (stereo unspecified)
  -1.7	10.2	-2.5	-2.7	-1.2	-0.8	10.6	-1.9	-0.5
Cc1cc(O)c(-c2cc(C(=O)Nc3sc4c(c3C(=O)NCc3ccco3)CCC4)[nH]n2)cc1C
  -2.5	20.4	19.6	37.5	2.7	-0.6	-13.7	-2.0	8.1
CN(C)c1nc(N(C)C)nc(N(C)C)n1
  -4.0	11.4	4.4	26.5	-6.9	0.3	-1.9	-8.9	-3.7
O=C(c1cccc(NS(=O)(=O)c2ccccc2)c1)N1CCCC1
  -0.2	0.3	-0.7	18.6	-8.2	-0.5	4.3	-2.6	0.0
CC(C)CN(C(=O)c1ccc(=O)n(C)n1)c1c(N)n(Cc2ccccc2)c(=O)[nH]c1=O
  0.2	8.4	3.2	4.8	4.8	1.2	-1.1	-1.1	-5.3
CCC(Sc1nc2ncnc(N)c2[nH]1)C(=O)O (stereo unspecified)
  -1.2	2.7	-9.7	-15.6	-7.0	0.9	-4.3	-0.6	11.9
CCCCCOc1ccc(Cn2ccnc2)cc1[N+](=O)[O-]
  -3.6	i	3.5	21.4	-13.1	-0.8	-6.7	4.0	-5.6
COc1ccc(NC(=S)NCC2CCCO2)c(C)c1 (stereo unspecified)
  3.4	1.4	11.6	-21.7	3.4	3.3	-4.9	-2.5	10.7
O=C1NC(=O)c2c(NC(=O)C3CCCO3)cccc21 (stereo unspecified)
  -1.9	19.8	11.5	19.9	-2.1	-0.9	0.0	2.0	21.8
N#Cc1c(N)nc(SCc2ccccc2)c(C#N)c1-c1ccco1
  -5.1	-43.7	-3.0	41.2	1.1	-0.7	-9.3	6.2	-45.1
COc1nc(NCCN2CCOCC2)nc(Nc2ccccc2)n1
  -0.5	-5.1	-3.3	9.7	9.5	5.7	-24.5	-2.2	5.4
COc1ccc(NC(=O)CSc2nnc(Cn3c(=O)sc4ccccc43)n2C)cc1
  -3.0	2.5	3.0	-5.9	-0.6	-0.3	12.4	1.7	-10.8
CCOC(=O)c1ccc(N2C(=O)C(CC(=O)NC)N(CCc3ccc(OC)c(OC)c3)C2=S)cc1 (stereo unspecified)
  -4.4	5.7	3.5	18.5	-3.9	-1.3	3.4	0.6	7.8
CCOC(=O)N/N=C\c1ccc(OC/C=C/c2ccccc2)c(OC)c1
  -7.3	46.7	23.4	0.6	-2.8	1.3	-7.1	0.4	26.2
CC(=O)c1cc(-c2ccccc2)n(CC(=O)NCc2cccs2)c1C
  -1.3	14.0	8.3	19.8	0.8	1.3	11.0	-5.5	4.1
Cc1ccccc1CN1[C@@H](Cc2ccccc2)COCCS1(=O)=O
  3.7	29.2	13.4	-9.0	5.7	1.7	-22.0	2.1	27.4
C[C@H](NC(=O)c1nc[nH]c1C(=O)NCC(=O)OC(C)(C)C)C(=O)OCc1ccccc1
  -0.5	2.1	10.2	10.3	-5.8	-2.8	-0.2	-2.4	-3.5
O=C(CSc1nnc(-c2ccccc2)n1-c1ccc(Cl)cc1)N/N=C/c1ccccc1C(=O)O
  -3.3	6.0	-15.2	-4.7	2.9	0.7	-1.1	-3.2	-3.7
Cc1cc(C)n2nc(C(=O)N/N=C/c3cn(C)nc3C)nc2n1
  8.5	31.6	-11.5	-8.8	-15.1	-1.8	-32.8	3.7	10.6
O=C(COc1ncnc2ccc(Br)cc12)NCc1ccc2c(c1)OCO2
  -1.7	-10.3	-6.7	23.1	5.9	0.5	18.8	0.8	-21.4
CC(=Nc1ccccc1C)C1=C(O)CSC1=O
  0.5	35.2	12.0	-7.3	-4.6	-1.1	2.4	-2.6	21.1
CC(C)[C@H](NC(=O)N1CCn2c1nc1ccccc12)C(=O)NCCc1ccccc1
  -3.1	8.3	-11.6	19.2	-0.8	-2.0	-7.1	-1.1	-5.9
NC(=O)N/N=C/c1sc(=O)n(-c2ccccc2)c1Cl
  0.1	14.2	11.3	19.7	-6.6	1.7	-5.3	-2.1	10.4
CCOC(=O)c1ccccc1NC(=O)N1CCn2c(C)ccc2C1CC (stereo unspecified)
  1.3	16.4	14.5	13.8	-1.3	-1.4	32.6	0.7	10.1
CC1CCCC(C)N1/N=C/c1ccc([N+](=O)[O-])cc1 (stereo unspecified)
  -2.8	32.0	3.1	-15.7	3.8	0.1	5.1	3.0	19.5
Cc1ccc(NC(=O)Cn2nnc(C(=O)NCc3ccc(Cl)cc3)c2N)cc1F
  3.4	-6.7	5.1	12.5	7.1	2.0	18.7	-1.6	18.1
O=C(COc1ccc2cc(-c3ccccc3)c(=O)oc2c1)NCC1CCC(C(=O)O)CC1 (stereo unspecified)
  -3.2	-13.6	-7.4	8.3	4.5	-1.1	-9.1	-0.8	-15.0
Cc1cc(C)cc(OCC(=O)OCC(=O)c2c(N)n(C)c(=O)n(C)c2=O)c1
  -1.2	-0.3	1.5	5.2	-1.0	-2.0	2.5	-5.7	-0.9
NC(=O)Nc1ccccc1C(=O)Nc1ccc2ccccc2c1
  -2.8	15.9	6.0	12.8	-1.6	-0.5	13.7	0.9	15.3
O=C(CCCn1c(=O)[nH]c2ccccc2c1=O)NC1CCCCCC1
  3.0	13.7	9.1	-5.4	-1.4	0.4	3.9	-0.8	16.1

# Full records, looked up by structure. Order of screens: APJ ag | tim23-1 inh | TIM10 inh | Mdm2-MdmX inh | CXCR6 block | UPR CHOP act | APJ antagonist | UPR XBP1 act | tim10-1 inh
# NC(=O)Nc1ccccc1C(=O)Nc1ccc2ccccc2c1 across the screens: -2.8 | 15.9 | 6.0 | 12.8 | -1.6 | -0.5 | 13.7 | 0.9 | 15.3
# O=C(COc1ncnc2ccc(Br)cc12)NCc1ccc2c(c1)OCO2 across the screens: -1.7 | -10.3 | -6.7 | 23.1 | 5.9 | 0.5 | 18.8 | 0.8 | -21.4
